CF NFkB inh – inhibitors of PAF-induced NF-kB signaling, primary screen, cell-based, GFP fluorescence, uHTS | KKLEB NF-kB-GFP reporter, GFP fluorescence overnight | inhibition, % at 5 µM | 360,000 tested, 0.86% active;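 active = at least 50% inhibition at 5 µM, scaled per plate between neutral and stimulator controls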;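 also: PAF is a Pseudomonas aeruginosa culture filtrate used as stimulus; plate controls were PAF-stimulated DMSO wells for no effect and unstimulated DMSO wells for full effect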
Peg3 prom inh – Peg3 promoter-driven luciferase inhibitors, primary screen, cell-based, HeLa, luciferase luminescence. HeLa PEG-Prom luciferase reporter, overnight. inhibition, % at 20 µM. 360,000 tested, 1.7% active. AID 588405, 2011;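 active = inhibition of at least 50% at 20 µM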
MITF TRPM1 inh – inhibitors of MITF-dependent TRPM1 promoter reporter, primary screen, cell-based, SK-MEL-5, single point, luciferase. SK-MEL-5 TRPM1 promoter luciferase, 24 h. inhibition, % at 12.5 µM. 330,000 tested, 0.83% active;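 active = mean inhibition across replicates of 60% or more, whatever share of single replicates reaches that level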; also: values of inactives mirror those of a sister screen read the other way
NR2E3 ag-1 – inhibitors of NR2E3-RetCOR corepressor binding, primary screen, NR2E3 agonist project, biochemical, TR-FRET, GST-NR2E3, biotin-RetCOR; inhibition of corepressor binding, % at 4.78 µM; Photoreceptor-specific nuclear receptor (Homo sapiens), Q9Y5X4; 1536-well; AID 2300, 2010; 320,000 tested, 0.12% active;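 active = percent inhibition above the cutoff of mean plus 3 SD of all tested compounds, set per screening campaign, cut at about 20% in these data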;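 also: 0% = DMSO wells and 100% = biotin wells as full block of FRET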
Target sequence (Q9Y5X4 whole entry, looked up): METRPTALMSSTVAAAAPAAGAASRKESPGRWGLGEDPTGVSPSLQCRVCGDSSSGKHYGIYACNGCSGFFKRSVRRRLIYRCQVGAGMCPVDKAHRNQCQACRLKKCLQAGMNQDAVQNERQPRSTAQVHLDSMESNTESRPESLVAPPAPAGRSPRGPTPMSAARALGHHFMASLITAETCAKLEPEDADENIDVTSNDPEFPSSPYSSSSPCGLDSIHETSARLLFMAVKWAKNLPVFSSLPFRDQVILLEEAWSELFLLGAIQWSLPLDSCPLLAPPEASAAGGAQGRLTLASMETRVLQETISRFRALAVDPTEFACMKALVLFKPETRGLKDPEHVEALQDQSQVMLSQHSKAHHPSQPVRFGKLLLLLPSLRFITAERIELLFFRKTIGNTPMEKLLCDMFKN
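Test system – NR2E3–RetCOR corepressor complex · Quantity – NR2E3 fusion 1.35 nM · Buffer or medium – Tris pH 7.5 · Incubation – Compound–protein incubation for 5 h at 4 °C · Technique – TR-FRET, Eu(K)-anti-GST donor, streptavidin-D2 acceptor, ex 340, em 617/671 nm · Evaluation – percent inhibition of 671/617 nm emission ratio versus biotin and DMSO controls · Plate – 1536-well format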
TWEAK Fn14 block – inhibitors of TWEAK-Fn14 signaling, primary screen, luciferase reporter cells, uHTS; TWEAK-stimulated Fn14 reporter cells, luciferase luminescence, 8 h; inhibition, % at 10 µM; 360,000 tested, 2% active; AID 1159606, 2016; in the data active = inhibition above about 50%
TRAIL sens C8 – viability loss with TRAIL in NB7+C8 cells, primary screen, TRAIL sensitizer project, cell-based, ATPlite luminescence; inhibition (viability loss, TRAIL sensitization), % at 10 µM; 360,000 tested, 1% active;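 active = compounds causing at least 50% loss of cell viability in the single-dose screen, relative to plate controls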
TROY signal inh – inhibitors of TROY-driven NF-kB signaling, primary screen, Q293 LMP1-TROYcd cells, NF-kB luciferase, uHTS | Q293 LMP1-TROYcd NF-kB luciferase reporter, 4 h | inhibition, % at 10 µM | 360,000 tested, 0.98% active;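 active = compounds whose plate-normalised and pattern-corrected inhibition of the luciferase reporter signal at the single screening dose is 50% or more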
HIF-2a inh – HIF-2a reporter inhibitors, primary screen, luminescence, 786-0 RCC cells; 786-0 RCC cells HIF-2a reporter, luciferase luminescence, overnight; inhibition, % at 18.8 µM; 360,000 tested, 0.72% active; AID 624352, 2012;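 active = inhibition of the luminescence signal of 40% or more relative to plate controls, in a single-dose primary screen at 18.75 µM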
NR2E3 ag-2 – NR2E3 agonists in two-hybrid cells, primary screen, cell-based, luminescence, CHO-S, Gal4-NCOR/VP16-NR2E3. 360,000 tested, 0.35% active. Photoreceptor-specific nuclear receptor (Homo sapiens), Q9Y5X4. inhibition of corepressor binding, % at 3.98 µM. AID 602229, 2012. luciferase;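 active = inhibition above the mean of all tested compounds plus 3 SD, cut at about 70% in these data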;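 also: 0% = DMSO with NR2E3 transfected cells and 100% = cells lacking NR2E3 construct; higher means lower luciferase signal from less NR2E3 corepressor binding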
Shn3 3UTR inh – reduction of Shn3 3'UTR firefly luciferase signal, primary screen, Schnurri-3 inhibitor project, cell-based, Clone20 osteoblasts, set 2. Clone20 osteoblast Shn3 3'UTR firefly luciferase, 24 h. inhibition, % at 12.5 µM. 360,000 tested, 0.52% active. AID 588674, 2011;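 active = mean inhibition of at least 75% with every replicate also reaching 75%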;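 also: 0% = median of neutral control wells and 100% = pilot-screen positive control compound; some compounds past the cut are filed as inactive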
KKLEB tox – cytotoxicity in KKLEB CF airway cells, primary screen, cytotoxicity control for CF NF-kB inhibitor project, cell-based, uHTS, fluorescence assay plates. KKLEB CF airway cells viability, ATPlite luminescence, overnight; active compounds read low; cells stimulated with P. aeruginosa culture filtrate. activity change (cytotoxicity), % at 5 µM. 360,000 tested, 0.36% active. AID 602141, 2011;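 active = corrected activity change at or below -50% at 5 µM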
Active calls of the source: *; nt = no result given. An excerpt. The share of hits here may be higher or lower than overall.

SMILES | CF NFkB inh | Peg3 prom inh | MITF TRPM1 inh | NR2E3 ag-1 | TWEAK Fn14 block | TRAIL sens C8 | TROY signal inh | HIF-2a inh | NR2E3 ag-2 | Shn3 3UTR inh | KKLEB tox
Cc1ccccc1-c1ocnc1C(=O)Nc1ccccc1NC(=O)c1ccccn1 | -35.0 | 16.9 | 3.6 | -3.5 | 13.7 | -6.7 | 9.9 | 4.1 | -22.7 | -4.7 | 3.0
COc1cc(/C=C/C(=O)OCC(=O)NCc2ccco2)ccc1OC(F)F | -0.6 | 6.2 | 13.1 | -2.5 | -14.5 | 2.5 | -3.5 | 8.4 | -7.8 | 7.0 | -3.7
Cc1cc(C)c2cc(C#N)c(NCCCN)nc2c1 | nt | nt | nt | nt | -18.0 | 10.4 | -6.1 | -7.3 | 9.3 | nt | nt
Cc1cc2c(c(C)c1Br)C(c1ccc3c(c1)OCO3)CC(=O)O2 (configuration not stated) | 29.6 | 14.5 | 5.8 | nt | 4.8 | -2.1 | 11.0 | 14.1 | -15.6 | 5.7 | -0.6
COc1ccc(OC)c(NC(=O)Cn2cc(C#N)c3cc(Br)ccc32)c1 | 16.6 | 17.6 | 13.6 | 1.8 | 15.3 | -1.7 | 3.3 | 20.3 | -28.7 | 15.2 | -7.4
Clc1cccc(Cl)c1CNC1CCCC1 | 6.5 | 8.9 | 5.1 | 2.5 | -2.9 | -11.7 | 2.2 | 3.0 | -10.4 | -10.1 | 6.2
CCc1cccc(NC(=O)CC2SC(N3CCCC3)=NC2=O)c1 (configuration not stated) | -22.0 | -4.0 | 20.7 | nt | 10.2 | -14.3 | 5.3 | 8.1 | -0.1 | -4.5 | 12.8
O=[N+]([O-])c1cccc(C2NCC(c3ccccc3Cl)c3c2[nH]c2ccccc32)c1 (configuration not stated) | 7.5 | 31.8 | 13.3 | -0.1 | -7.3 | -3.7 | 30.9 | 18.8 | 26.8 | -6.3 | -1.6
C[C@H]1CN([C@@H](C)CO)C(=O)c2cccc(NC(=O)C3CC3)c2O[C@H]1CN(C)Cc1ccc(C(F)(F)F)cc1 | -5.2 | -8.2 | 4.3 | nt | -0.6 | 7.8 | -8.9 | -2.4 | -6.5 | -8.2 | 8.8
C=CCOc1nc2c(c(=O)n(C)c(=O)n2C)n1C | -3.5 | 9.5 | -0.5 | -1.8 | 0.0 | -6.0 | -12.2 | -22.5 | -32.3 | 16.5 | 0.7
Cc1cccc2cc(CN(CC3CCCO3)C(=O)NC3CCCCC3)c(=O)[nH]c12 (configuration not stated) | -6.8 | 19.5 | 4.7 | -0.4 | -10.9 | -4.4 | 6.9 | 12.8 | -15.2 | 13.3 | -18.4
COc1ccc(C2=NOC(Cn3nc(-c4ccccc4)cc3C(=O)NCc3ccc(C)cc3)C2)cc1 (configuration not stated) | -1.7 | -95.8 | 1.0 | nt | 8.3 | 5.4 | 3.6 | -1.7 | 2.9 | 16.1 | -6.8
CCOC(=O)CC(=O)Nc1c(C)cc(C)cc1C | 11.6 | 23.6 | 3.3 | -0.3 | -28.0 | 5.4 | 11.1 | -5.6 | -5.7 | -7.6 | -15.2
C/C(N)=C(/C#N)C(=O)COC(=O)c1cc(S(=O)(=O)N2CCCCC2)ccc1C | -3.0 | 21.7 | 6.7 | 3.8 | -2.2 | -13.7 | -19.2 | 13.0 | -10.2 | -2.1 | -13.2
Cc1nc(Nc2ccc3c(c2)OCCO3)c2c(C)c(C)sc2n1 | -27.2 | -20.7 | -14.6 | 1.7 | -19.4 | 4.4 | -3.0 | -39.2 | -6.6 | -5.8 | 10.5
Cc1nn(CC#N)c(=O)n1N(C)c1ncc(C(F)(F)F)cc1Cl | -4.8 | 10.0 | 13.1 | -0.5 | 0.9 | 11.1 | -7.5 | 15.8 | -17.2 | -6.5 | 8.0
COc1ccc(CCN2C(=O)C3C4CCC(C4=C(C)C)C3C2=O)cc1OC (configuration not stated) | 3.4 | 26.0 | 7.9 | 0.0 | -12.6 | -6.0 | 2.9 | 10.9 | -29.9 | 12.0 | 0.8
O=C(CCc1ccccc1)NCC(c1ccco1)N1CCc2ccccc21 (configuration not stated) | 23.7 | 25.9 | 32.3 | -0.6 | 5.0 | -2.3 | 10.3 | 23.8 | -48.1 | 29.6 | -10.5
CCC1CC(CSc2ncn[nH]2)OC1=O (configuration not stated) | 11.5 | 7.0 | 0.1 | 2.3 | 10.9 | -4.0 | -0.2 | -5.7 | -24.8 | -3.4 | -2.9
O=C(Nc1nnc(C2CCCO2)s1)c1cccs1 (configuration not stated) | -5.3 | -31.0 | -3.9 | 3.6 | -3.1 | -4.9 | -45.7 | -56.1 | -63.3 | -8.8 | 1.0
CCN(CC)c1ccc(C(=O)Nc2ccccc2)cc1[N+](=O)[O-] | -5.1 | -195.3 | -85.8 | 0.9 | -36.8 | 5.3 | -2.7 | -299.6 | -107.4 | -57.5 | -8.9
CC1CCCN(CCCNC(=O)c2ccc(CS(=O)(=O)Cc3cccc(Cl)c3)o2)C1 (configuration not stated) | -0.9 | 21.6 | -32.7 | -1.9 | 17.4 | -23.8 | 14.5 | 11.7 | -1.6 | 0.8 | 23.7
O=C(Cn1nnc(-c2ccccc2NC(=O)c2ccccc2F)n1)NCc1ccco1 | 28.8 | 12.4 | 5.0 | 1.6 | 8.1 | -7.3 | -12.2 | 21.6 | -15.5 | 3.4 | -13.9
Cc1ccc(CSc2nnc(-c3cccc4ccccc34)o2)cc1 | -36.2 | -16.9 | 14.6 | nt | -9.7 | -3.2 | -34.4 | -32.8 | -7.4 | 5.7 | 13.9
Cc1ccccc1COC(=O)CN1C(=O)NC2(CCCC2)C1=O | 27.8 | -4.7 | -11.5 | -1.7 | 6.7 | -4.1 | -1.3 | 7.4 | -18.3 | -11.9 | -21.4

Next section
SMILES | CF NFkB inh | Peg3 prom inh | MITF TRPM1 inh | NR2E3 ag-1 | TWEAK Fn14 block | TRAIL sens C8 | TROY signal inh | HIF-2a inh | NR2E3 ag-2 | Shn3 3UTR inh | KKLEB tox
O=C(COc1cccc2cccnc12)NCC(F)(F)F | 5.3 | 5.1 | -0.8 | -0.7 | -8.2 | -10.3 | -15.4 | -1.8 | -28.9 | 12.1 | 0.5
CCc1ccc2c(c1)NC(=O)C2(C)Cc1cccc(F)c1 (configuration not stated) | 5.2 | 14.9 | nt | nt | 5.6 | -7.1 | 7.8 | 9.2 | -15.7 | -3.3 | -3.6
CCOC(=O)c1ccc2[nH]c3c(c2c1)CCCC3O (configuration not stated) | 1.7 | -106.7 | -29.0 | 1.4 | -7.5 | 4.2 | 4.0 | -140.9 | -33.4 | -28.9 | -3.9
O=C(CCCc1ccccc1)N=C1SC2CS(=O)(=O)CC2N1c1ccccc1F (configuration not stated) | 3.8 | 20.4 | -9.5 | -0.7 | -5.3 | -2.2 | -6.7 | 17.3 | 0.8 | -4.2 | 8.3
Cc1cccc(N(C(=O)CCC(=O)Nc2ccccn2)C(C(=O)NC(C)C)c2ccc(O)cc2)c1 (configuration not stated) | -0.9 | -2.6 | -3.8 | 0.1 | 6.1 | 9.6 | 15.6 | 6.1 | 3.5 | -2.4 | 3.8
O=C(Cn1[nH]c(=O)c2ccccc2c1=O)N1CC=C(c2ccccc2)CC1 | 9.9 | 39.8 | 1.1 | -1.3 | 10.4 | 11.6 | -3.7 | 10.9 | -2.4 | 14.8 | -0.1
CN(C)S(=O)(=O)c1ccc(NC(=O)C2CC(=O)N(Cc3ccccc3)C2)cc1 (configuration not stated) | -1.9 | 10.1 | -2.9 | -0.5 | -2.8 | 0.9 | 4.8 | 3.6 | 2.6 | 5.3 | 9.3
CC(C)(C)C(=O)CSc1nc2c(c(-c3cccs3)c1C#N)CCC2 | 17.9 | 30.9 | -2.4 | 21.1* | -6.2 | 5.9 | -19.1 | 15.8 | -28.0 | 26.3 | -10.8
O/N=C(\CN1CCCCC1)c1ccccc1 | -5.5 | -12.4 | -2.4 | -5.1 | 16.0 | 1.6 | 13.8 | 2.3 | -13.7 | 8.8 | -4.2
OCCn1c(Cl)nc2ccccc21 | -4.3 | -5.5 | 2.6 | -0.9 | 2.8 | -0.3 | -6.8 | 11.2 | -15.4 | 1.6 | 5.4
Cc1ccc(CN2CCN(Cc3ccc(OCCO)cc3)CC2CCO)o1 (configuration not stated) | -17.9 | 0.7 | 1.7 | 3.9 | 5.8 | -5.6 | 8.4 | 7.7 | -5.5 | -1.8 | 20.3
COC(=O)c1c(C)nc2ccccc2c1C(=O)O | -8.0 | 11.1 | -3.4 | 3.5 | 9.3 | -3.8 | 6.2 | 20.9 | 4.8 | -7.9 | -0.6
Cc1cc2oc(=O)cc(CN3CCC(C)CC3)c2cc1C | -3.2 | -121.2 | -63.1 | 0.0 | -34.7 | 11.5 | -32.4 | -151.2 | -32.1 | -19.7 | -1.7
CN1CCN(c2ccc(Cl)cc2NC(=O)c2ccc([N+](=O)[O-])cc2)CC1 | 9.4 | -7.6 | -0.5 | 4.4 | -1.6 | -13.2 | -2.9 | 1.9 | -10.1 | 2.1 | 4.0
COc1ccccc1COCC(O)CN(Cc1ccco1)Cc1ccccc1O (configuration not stated) | -22.1 | 1.1 | 3.4 | 1.3 | 10.5 | 2.1 | 1.0 | 14.5 | -12.3 | 18.2 | 3.2
COc1ccc2c(CC(=O)N[C@@H](Cc3ccccc3)C(=O)O)cc(=O)oc2c1C | 4.9 | -9.7 | -1.8 | nt | 13.6 | -16.8 | 0.9 | 14.3 | -1.2 | -9.5 | -1.0

3 entries picked at random from the list so far:
SMILES | CF NFkB inh | Peg3 prom inh | MITF TRPM1 inh | NR2E3 ag-1 | TWEAK Fn14 block | TRAIL sens C8 | TROY signal inh | HIF-2a inh | NR2E3 ag-2 | Shn3 3UTR inh | KKLEB tox
COc1ccc2c(CC(=O)N[C@@H](Cc3ccccc3)C(=O)O)cc(=O)oc2c1C | 4.9 | -9.7 | -1.8 | nt | 13.6 | -16.8 | 0.9 | 14.3 | -1.2 | -9.5 | -1.0
Cc1cccc(N(C(=O)CCC(=O)Nc2ccccn2)C(C(=O)NC(C)C)c2ccc(O)cc2)c1 (configuration not stated) | -0.9 | -2.6 | -3.8 | 0.1 | 6.1 | 9.6 | 15.6 | 6.1 | 3.5 | -2.4 | 3.8
Cc1cc2oc(=O)cc(CN3CCC(C)CC3)c2cc1C | -3.2 | -121.2 | -63.1 | 0.0 | -34.7 | 11.5 | -32.4 | -151.2 | -32.1 | -19.7 | -1.7
